# High-throughput results: PubChem BioAssay, National Center for Advancing Translational Sciences (NCATS)
# PI5P4K alpha inh: inhibitors of human PI5P4K alpha. P48426. PI5P4Kalpha enzyme, ADP-Glo luminescence, 60 min; active compounds read low. max response, %. actives 1.2% (n = 330,000); active means max response of -50% or lower; inconclusive means between -30% and -50%; inactive means -30% or higher; further: value at the top dose of about 77 µM; on the % scale 0 is the no-effect control and ±100 the full control effect
#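 Human PI5P4Kalpha with substrate in 0.038 M HEPES pH 7.4, 0.28 mM EGTA, 0.1% CHAPS, 5% DMSO; reaction started with 5 microM ATP (final), 60 min at room temperature. ADP formed read by ADP-Glo luminescence.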
# EPAC1 agonist: activates human EPAC1 exchange factor | O95398 | EPAC1 agonist qHTS, biochemical assay; response scale: 100% = response to 6.5 mM cAMP | Potency, µM (highest dose often 154 µM), for the others: top-dose activation, usual class: activators | actives 0.073% (n = 360,000) | AID 720707; further: potency means the concentration at half of the fitted maximal effect; nearly all actives have a fitted effect of over 60% in size
#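 Nucleotide exchange assay: 100 nM EPAC1 with 250 nM Rap1B loaded with BODIPY-GDP and 50 uM GDP, room temperature. Fluorescence (480/540 nm) read every 5 min for 30 min; signal change normalized to 6.5 mM cAMP as full agonist.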
# EPAC2 agonist: EPAC2 (human) agonism; Q8WZA2; EPAC2 activation, biochemical qHTS; response scale: 100% = 6.5 mM cAMP response; Potency, µM (top dose mostly 154 µM), without a hit: at the top dose activation, most hits filed as activators; actives 0.079% (n = 360,000); further: potency means the concentration at half of the fitted maximal effect; nearly all actives have a fitted effect of over 50% in size
#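 Each well held 100 nM EPAC2, 250 nM RAP1B-BODIPY-GDP and 50 uM GDP. Fluorescence, read at 5-min intervals to 30 min, was referenced to a 6.5 mM cAMP positive control.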
# PLK1 PBD block: PLK1 (human) polo-box domain binding inhibition | P53350 | Plk1 PBD binding of FITC phosphopeptide, fluorescence polarization | Potency, µM, inactives show max response, negative = inhibition, hits mostly inhibitors | actives 2.8% (n = 360,000) | AID 720504; further: potency means the concentration at half of the fitted maximal effect; series mostly up to about 57 µM; on the % scale 0 is the no-effect control and ±100 the full control effect; nearly all actives have a fitted effect of over 65% in size
# WRN inhibitor: blocks human WRN helicase. AID 651768. WRN helicase unwinding, fluorescent forked duplex, kinetic. Potency, µM (series often up to 114 µM), for inactives: top-dose activity change, negative = inhibition, most hits filed as inhibitors. actives 0.46% (n = 360,000). Q14191; further: potency means the concentration at half of the fitted maximal effect; on the % scale 0 is the no-effect control and ±100 the full control effect; nearly all actives have a fitted effect of over 55% in size
# Target sequence (Q14191 whole entry, looked up): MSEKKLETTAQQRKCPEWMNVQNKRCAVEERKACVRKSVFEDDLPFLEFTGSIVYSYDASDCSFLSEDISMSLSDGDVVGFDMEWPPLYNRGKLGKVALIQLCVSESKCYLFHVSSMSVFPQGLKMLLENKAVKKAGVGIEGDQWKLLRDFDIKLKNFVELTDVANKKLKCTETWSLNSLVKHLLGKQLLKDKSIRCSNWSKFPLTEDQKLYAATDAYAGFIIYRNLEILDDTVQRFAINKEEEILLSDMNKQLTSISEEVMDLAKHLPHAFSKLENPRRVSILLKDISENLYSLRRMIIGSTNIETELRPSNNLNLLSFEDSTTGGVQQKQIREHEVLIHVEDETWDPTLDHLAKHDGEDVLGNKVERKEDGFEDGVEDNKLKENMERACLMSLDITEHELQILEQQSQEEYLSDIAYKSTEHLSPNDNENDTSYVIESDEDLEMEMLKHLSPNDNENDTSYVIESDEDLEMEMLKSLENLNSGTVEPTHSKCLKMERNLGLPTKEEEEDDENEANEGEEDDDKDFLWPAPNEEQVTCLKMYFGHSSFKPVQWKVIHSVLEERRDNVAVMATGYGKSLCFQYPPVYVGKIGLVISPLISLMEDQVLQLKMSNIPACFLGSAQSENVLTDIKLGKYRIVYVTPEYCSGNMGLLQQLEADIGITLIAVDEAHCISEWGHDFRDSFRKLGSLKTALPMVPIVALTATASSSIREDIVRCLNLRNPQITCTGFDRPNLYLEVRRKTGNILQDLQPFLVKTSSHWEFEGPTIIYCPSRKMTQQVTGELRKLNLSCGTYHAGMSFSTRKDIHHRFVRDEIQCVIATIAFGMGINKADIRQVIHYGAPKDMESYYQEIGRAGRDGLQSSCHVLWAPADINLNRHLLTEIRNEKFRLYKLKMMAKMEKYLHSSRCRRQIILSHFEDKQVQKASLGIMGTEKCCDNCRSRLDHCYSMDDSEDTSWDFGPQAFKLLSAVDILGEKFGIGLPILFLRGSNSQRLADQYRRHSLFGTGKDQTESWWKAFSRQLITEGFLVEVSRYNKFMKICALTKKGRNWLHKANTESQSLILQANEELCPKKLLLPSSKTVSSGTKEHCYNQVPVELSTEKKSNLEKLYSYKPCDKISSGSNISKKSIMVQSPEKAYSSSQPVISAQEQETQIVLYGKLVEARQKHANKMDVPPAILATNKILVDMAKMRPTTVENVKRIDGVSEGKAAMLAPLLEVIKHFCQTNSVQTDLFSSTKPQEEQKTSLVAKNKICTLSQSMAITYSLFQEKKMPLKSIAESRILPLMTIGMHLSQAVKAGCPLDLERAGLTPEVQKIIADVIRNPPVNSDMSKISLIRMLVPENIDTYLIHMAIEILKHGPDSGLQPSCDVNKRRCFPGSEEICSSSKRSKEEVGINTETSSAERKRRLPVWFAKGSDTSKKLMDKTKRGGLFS
#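 Primary qHTS, 1536-well format. 20 nM WRN + compound, 15 min RT; start with 100 nM forked fluorophore/quencher duplex, 2 mM ATP (final); kinetic read ex 525/em 598 nm.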
# CCT chaperon mod: changes cytosolic chaperonin activity; actives 0.3% (n = 360,000); purified chaperonin ATPase assay, HTRF ADP detection, 30 min; activity change, % (concentration not given with the values), hits read low; in the data active means activity change below about -30%; further: on the % scale 0 is the no-effect control and ±100 the full control effect
#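 Enzyme 40 or 20 nM (batch-dependent) in Tris pH 7.4/KCl/MgCl2/DTT; cpd 76 uM single point; ATP 10 uM; 30 min 37 °C; Transcreener ADP HTRF detection, 30 min RT; ratio 665/615.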
# IL2 activator: IL-2 activation. IL-2 activation reporter assay, cell-based qHTS; stimulated with anti-CD3/CD4/CD28 beads; in transgenic mouse T cells. activation, % (series mostly up to about 46 µM). actives 0.065% (n = 360,000). AID 652025; in the data active means activation above about 50%; inconclusive means mostly about 30% to 49%; further: 0% is about no effect
#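 Readout is EGFP and DsRed signal by fluorescent plate cytometry after 18 h at 37 degrees C. Transgenic mouse T cells (750/well) received compound for 60 min before bead stimulation (anti-CD3, anti-CD4, anti-CD28); memory T cells served as non-tolerant control.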
# EPAC1 antagonist: blocks human EPAC1 exchange factor | O95398 | EPAC1 GEF assay, Rap1b-BODIPY-GDP exchange fluorescence | Potency, µM (series often up to 115 µM), inactives show at the highest dose activity change, negative = inhibition, hits mostly inhibitors | actives 0.14% (n = 360,000);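 further: potency means the concentration at half of the fitted maximal effect; plate controls were vehicle for no effect and positive control for full effect; nearly all actives have a fitted effect of over 50% in size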
# * = called active by the depositor; ? = inconclusive; / = no result given; [ ] = another dose, or the depositor's remark. Unless noted, the call rests on the fitted dose curve; in most records, active means well fitted curve in the direction sought with a large enough effect; inconclusive means small, poorly fitted or top-dose-only effect, or another doubt; inactive means no such curve, though single readings can be large; an effect the other way counts as inactive or inconclusive. Only part of the results is shown; rates above refer to the full screens.
# Order of values – PI5P4K alpha inh, EPAC1 agonist, EPAC2 agonist, PLK1 PBD block, WRN inhibitor, CCT chaperon mod, IL2 activator, EPAC1 antagonist
O=C(COC(=O)C1CC2C=CC1C2)Nc1cccc(S(=O)(=O)N2CCCCC2)c1 (configuration not stated)
→ 4, 7%, 18%, -6%, -3%, -6.4, -2.6, -11%
COc1ccccc1N1CCN(C(=O)CCS(=O)(=O)c2ccc3c(c2)NC(=O)C(C)S3)CC1 (configuration not stated)
→ -2, 10%, 6%, -3%, 1%, -0.9, 0.9, -23%
CC(C)Cc1nnc(NC(=O)CN2C(=O)NC3(CCCCC3)C2=O)s1
→ -8, 3%, 17%, -9%, 8%, -3.2, -0.4, -26%
Cc1ccc(S(=O)(=O)N2CCC(C(=O)NCCCN3CCOCC3)CC2)cc1
→ -6, -6%, 1%, -8%, 3%, 0.1, -1.3, 10%
COC(=O)[C@@H]1C[C@@]2(O)[C@H](O)[C@H](O)[C@H](O)C[C@H]2N1Cc1ccc(C)s1
→ -3, 0%, 4%, 2%, 0%, 0.2, 0.6, -4%
O=C(COc1ccc2c3c(c(=O)oc2c1)CCCC3)NCCCN1CCOCC1
→ 5, -8%, 1%, -3%, 11%, 2.0, -1.8, -8%
CCOC(=O)C1=C(C)N=C2SC(C(=O)OC)=CC(=O)N2C1c1ccc(OC)cc1 (configuration not stated)
→ 0, -7%, 5%, -21%, 0%[11.6 µM], 1.0, 2.1, 0%
CC(C)NC(=O)/C(=N\O)c1ccccc1
→ /, 7%, 18%, -6%, 4%, -3.8, -1.6, -1%
COc1cc(Cn2c3ccc(NC(=O)CC(C)(C)C)cc3c(=O)n2C)ccc1F
→ 3, -11%, -10%, 1%, 3%, -1.0, 0.3, 2%
COc1cc(C(=O)NC(C)c2cc(C)ccc2C)ccc1OCC(=O)N1CCOCC1 (configuration not stated)
→ 4, 6%, -3%, -12%, 6%, -5.7, 0.1, -2%
COc1cccc(CNC(=O)C2CCN(Cc3cnn(-c4ccccc4)c3-n3cccc3)CC2)c1
→ -3, 9%, 6%, 0%, -17%, -2.9, 0.2, 7%
CCCCOC(=O)Nc1ccccc1C(=O)N1CCCC1
→ 1, -1%, 0%, -4%, 2%, -6.5, -2.3, 5%
COc1ccc(C(CNC(=O)c2cccc(NC(=O)c3cccs3)c2)N2CCCC2)cc1 (configuration not stated)
→ -10, 0%, -2%, 2%, 7%, -4.5, -3.6, -14%
CCCn1c(=O)c2ccccc2n2c(SCc3cc(=O)oc4ccc5ccccc5c34)nnc12
→ -21, 0%, -4%, -7%, 3%, -1.0, 0.1, 14%
COc1ccc(Nc2cc(Cl)nc(N)n2)cc1
→ -2, 2%, 7%, -15%, -11%, 1.1, 0.0, -2%
CC1CCc2cccc3c2N1c1cc(C#N)c(C#N)cc1O3 (configuration not stated)
→ /, 1%, 24%, ?, -5%, -1.4, -0.5, 22%
CC(OC(=O)c1ccc(S(=O)(=O)N(C)C)cc1)C(=O)Nc1ccc(Cl)cn1 (configuration not stated)
→ -3, 5%, 5%, -8%, -8%, 0.4, 1.0, -23%
CCc1nnc(NCC(=O)N2CCc3ccccc32)s1
→ -24, -17%, -3%, 24µM*, -25%, -0.1, -1.4, 2%
O=C(NN=Cc1ccccc1O)C(O)(c1ccccc1)c1ccccc1
→ -2, -8%, 0%, 3%, 1%, -2.9, -6.3, 12%
COc1ccc(-c2cccc(NC(=O)c3cccs3)c2)nn1
→ 2, 2%, -5%, -1%, -23%, -1.5, -0.1, -6%
Cn1c(N2CCOCC2)c(/C=N/O)c2ccccc21
→ 0, 8%, 1%, -2%, -12%[57.1 µM], 2.1, -0.7, 0%
Cc1ccc(C(=O)Nc2ccc(C(F)(F)F)n(C)c2=O)cc1
→ -2, -3%, 5%, -4%, 12%, -0.1, -0.6, 2%
Cc1cccc(Oc2ncnc(N)c2[N+](=O)[O-])c1
→ -4, 9%, 1%, -14%, -2%, 0.8, -1.9, 1%
Cn1c(CCNC(=O)c2ccco2)nc2cc(NC(=O)c3ccco3)ccc21
→ /, 6%, 4%, -6%, -2%, -0.3, 1.2, 8%
COc1ccc(CNC(=O)C(c2cccs2)N(C(=O)c2csnn2)C2CC2)cc1 (configuration not stated)
→ 2, 0%, 1%, -5%, 7%, -1.5, -0.8, -11%
O=C(Nc1cc2c(cc1[N+](=O)[O-])OCCO2)c1cccnc1
→ -6, 3%, 3%, -11%, -3%, 0.1, 2.9, -12%
COc1cccc(-c2nc(-c3cccc(C)c3)nc3cc(Cl)ccc23)c1
→ 7, -6%, 1%, -2%, 6%, -1.1, 3.1, 35%[activator]
Cc1ccc(OCC(=O)N2CCN(C(=O)c3ccc([N+](=O)[O-])cc3)CC2)cc1
→ -4, 0%, 0%, -9%, 1%, -1.2, -2.0, -12%
O=C(CCl)Nc1ccccc1Sc1ccccc1
→ -1, 5%, -5%, -5%, -1%, -2.2, 0.5, -13%
COC(=O)c1ccc(N2CCN(S(=O)(=O)c3ccc(C)cc3)CC2)c([N+](=O)[O-])c1
→ 0, 11%, 16%, -17%, -10%, -3.1, -0.5, -14%

# Profiles as entered above. Screens in order: PI5P4K alpha inh, EPAC1 agonist, EPAC2 agonist, PLK1 PBD block, WRN inhibitor, CCT chaperon mod, IL2 activator, EPAC1 antagonist
# `O=C(Nc1cc2c(cc1[N+](=O)[O-])OCCO2)c1cccnc1` is listed with -6, 3%, 3%, -11%, -3%, 0.1, 2.9, -12%
# `COc1ccc(CNC(=O)C(c2cccs2)N(C(=O)c2csnn2)C2CC2)cc1` (configuration not stated) is listed with 2, 0%, 1%, -5%, 7%, -1.5, -0.8, -11%
# `Cc1ccc(C(=O)Nc2ccc(C(F)(F)F)n(C)c2=O)cc1` is listed with -2, -3%, 5%, -4%, 12%, -0.1, -0.6, 2%

# The results go on.
# Order of values – PI5P4K alpha inh, EPAC1 agonist, EPAC2 agonist, PLK1 PBD block, WRN inhibitor, CCT chaperon mod, IL2 activator, EPAC1 antagonist
Cc1cc(C(=O)NC2CC(C)(C)Cc3c2cnn3-c2ccccc2)n(C)n1 (configuration not stated)
→ 10, 8%, 3%, 0%, -18%, -1.7, -0.4, 3%
COc1cc2c(cc1OC)[C@@H](NC(=O)C(C)C)[C@H](O)C2
→ 0, -24%, 3%, -5%, 1%, -2.3, -0.1, 8%
O=C(CNc1ccc2c(c1)OCO2)N/N=C\c1ccccc1Cl
→ -19, 16%, 8%, -10%, -23%[57.1 µM], -15, -0.4, 20%
COc1ccccc1Nc1ncnc2c1oc1ccccc12
→ -1, -5%, 3%, -3%, 11%, -0.4, 1.0, 3%
COc1ccc2nc(SC(C)C(=O)NC3CCCCC3)[nH]c2c1 (configuration not stated)
→ -2, 8%, -2%, 6%, -7%, -0.7, -0.9, 8%
COc1cccc(C(=O)NCCS(=O)(=O)NCc2cccnc2)c1
→ 5, 5%, 5%, -12%, 4%, -1.3, 0.9, -8%
CCOC(=O)C1CCCN(S(=O)(=O)c2cnc(Cl)c(Br)c2)C1 (configuration not stated)
→ 0, 13%, 1%, -4%, -4%, 1.3, 3.1, -2%
Nc1ccc(O)c(-c2nc3ccccc3s2)c1
→ ?, -2%, -5%, -29%, -16%, -7.6, -0.5, 7%
COCOc1cccc(CN2CCC2(C)C(=O)Nc2cc(OC)ccc2OC)c1 (configuration not stated)
→ 18, -3%, 8%, 5%, -4%, -0.9, -1.0, -2%
COc1ccc(Cl)cc1NC(=S)NC(=O)c1ccc2c(c1)OCO2
→ 13, 1%, 20%, -12%, -32%, 0.6, -4.9, 16%
O=C(NC(=S)Nc1ccc(NC(=O)c2ccco2)cc1)c1ccccc1
→ 6, 3%, 15%, -17%, -11%[11.6 µM], -6.1, -2.8, -14%
COc1ccccc1S(=O)(=O)Cc1ccc(C(=O)NC2CCCCC2)o1
→ 9, -4%, -5%, -6%, -4%, -1.1, 0.5, -15%
CN(C)S(=O)(=O)c1cccc(NC(=S)NC2CCCCC2)c1
→ 3, 8%, 5%, -8%, -3%[57.1 µM], 0.1, 1.2, -17%
Cc1ccc(C)c(Cn2c(CN(C)Cc3ccccc3)nc3c2c(=O)n(C)c(=O)n3C)c1
→ 7, -20%, 11%, -2%, -6%, 1.1, -3.0, ?
CC1=CC(=C2C(=O)c3ccccc3C2=O)C=C(C)N1Cc1ccco1
→ -10, 5%, 2%, -17%, -13%, -2.4, -3.3, -17%
CS(=O)(=O)N(CC(=O)O)c1cccc(Cl)c1
→ -2, -5%, 2%, -8%, 9%, -0.9, -2.5, 18%
CCCCn1c(N)c(N(CC)C(=O)c2cc(OC)cc(OC)c2)c(=O)[nH]c1=O
→ 3, -1%, 7%, 6%, 4%, -6.0, -0.8, 7%
c1ccc(CCNc2c3c(nc4ncnn24)CCC3)cc1
→ /, 7%, 4%, -13%, 0%, -0.7, -1.6, 4%
COc1cc2c(cc1NC(=O)C(C)Sc1cccc[n+]1[O-])oc1ccccc12 (configuration not stated)
→ 8, 7%, 13%, ?, -5%, -8.8, -0.9, -12%
CCOc1ccc(-n2c(SC(C)C)nc3c(c2=O)SCC3)cc1
→ /, 7%, 12%, -10%, -1%, 0.5, -0.9, -24%
CC(=O)NC1C(c2nc3ccccc3s2)=C(c2ccccc2)C(=O)N1c1ccc(C)cc1 (configuration not stated)
→ /, 12%, 19%, -15%, -7%, -1.1, -0.6, -6%
COc1ccc(C(=O)NC2CCc3ccccc32)cc1OC1CCN(C(C)C)CC1 (configuration not stated)
→ -1, 0%, 2%, 2%, -22%, -1.1, -1.1, -6%
Nc1nc(CN2CCN(c3ccccn3)CC2)nc(Nc2ccc(Cl)cc2)n1
→ -7, -7%, 7%, -9%, -4%, -1.2, -3.1, -25%
O=C(COc1cccc(Br)c1)N/N=C1\CCCc2ccccc21
→ -6, 11%, 9%, -12%, -17%, -2.8, -2.4, -5%
COc1ccc(C(=O)C2CCCN(C(=O)CCC3=NNC(=O)CC3)C2)c(C)c1 (configuration not stated)
→ 2, -12%, 1%, ?, 11%, -1.3, -0.3, ?
CCOCCCNC(=O)c1ccc(N2CCCC2)c(NS(=O)(=O)c2ccc(C)cc2)c1
→ 6, 7%, 4%, -20%, -1%, -1.4, 0.0, -8%
CSc1ccccc1C(=O)N1CCCCC1
→ 1, -5%, -3%, -7%, -2%, 1.4, 1.2, 6%
CCN(CC)c1ncnc2sc(C(=O)N3CCN(c4ccccc4)CC3)c(C)c12
→ 4, -1%, 6%, -7%, -3%, 1.2, -2.9, -1%
Clc1cccc(CSc2ncn(-c3ccccc3)n2)c1
→ /, 25%, 18%, 0%, -3%, 0.6, 0.5, -7%
CCCn1c(SCC(=O)N(C)CC(=O)Nc2ccc(Cl)cc2)n[nH]c1=O
→ 3, -1%, 4%, -1%, 4%, 0.1, 1.9, -7%
